# Source: PubChem (several laboratories)
# Tat export inh: E. coli Tat transport inhibition; E. coli MC4100 TorA-mCherry Tat export, fluorescence; inhibition, % at 10 µM; hit rate 0.036% among 340,000; AID 488895;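 active = mean replicate inhibition at least 50% and at least half of replicates individually reaching 50%; inconclusive = only one of the two criteria met; inactive = neither criterion met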;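 also: exported cargo escapes ClpAP degradation while cytoplasmic cargo is degraded and loses fluorescence; 0% = median of neutral control wells and 100% = median of NaSCN control wells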
# phage Ecoli inh: E. coli growth loss with phage present; growth absorbance; inhibition, % at 11.9 µM; hit rate 0.26% among 360,000; AID 651602; in the data active = inhibition above about 11%
# CAL PDZ FP-1: blocks peptide binding to the human CAL PDZ domain; Q9HD26; purified CAL PDZ, TMR-peptide fluorescence polarization, 1 h; inhibition, % at 24.9 µM; hit rate 0.92% among 300,000; AID 602252;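 active = mean inhibition of at least 30% with at least half of replicates also reaching 30%; inconclusive = no clear call, values can overlap the other calls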;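 also: 0% = DMSO neutral control and 100% = excess unlabeled competitor peptide PRC23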
# AddAB inh: less growth of phage-infected E. coli with AddAB; inhibition, % at 11.9 µM; E. coli expressing H. pylori AddAB, absorbance growth; hit rate 0.29% among 330,000; in the data active = inhibition above about 12%;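 also: 0% = vehicle wells of infected cells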
# Wnt bcat act: activators of Wnt/beta-catenin signaling; Wnt/beta-catenin reporter cell assay, activator, plate reader; activation, % at 9.35 µM; hit rate 1.2% among 300,000; AID 743398; in the data active = activation above about 30%, passing the limit was not always enough; inconclusive = no clear call, values can overlap the other calls;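 also: 0% = neutral control wells and 100% = positive control wells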
# SR-BI DiI inh: inhibitors of mouse SR-BI mediated HDL lipid uptake. Q61009. ldlA[mSR-BI] CHO cells, DiI-HDL uptake fluorescence, 3 h. inhibition, % at 12.5 µM. hit rate 0.96% among 320,000. AID 488896;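 active = mean replicate inhibition of at least 70% and a set share of replicates each scoring 70 or more; inconclusive = meets just one of the two criteria; inactive = fails both criteria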;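 also: 0% = median of neutral control wells and 100% = median of positive control wells; values of inactives mirror those of a sister screen read the other way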
# Target sequence (Q61009 whole entry, looked up): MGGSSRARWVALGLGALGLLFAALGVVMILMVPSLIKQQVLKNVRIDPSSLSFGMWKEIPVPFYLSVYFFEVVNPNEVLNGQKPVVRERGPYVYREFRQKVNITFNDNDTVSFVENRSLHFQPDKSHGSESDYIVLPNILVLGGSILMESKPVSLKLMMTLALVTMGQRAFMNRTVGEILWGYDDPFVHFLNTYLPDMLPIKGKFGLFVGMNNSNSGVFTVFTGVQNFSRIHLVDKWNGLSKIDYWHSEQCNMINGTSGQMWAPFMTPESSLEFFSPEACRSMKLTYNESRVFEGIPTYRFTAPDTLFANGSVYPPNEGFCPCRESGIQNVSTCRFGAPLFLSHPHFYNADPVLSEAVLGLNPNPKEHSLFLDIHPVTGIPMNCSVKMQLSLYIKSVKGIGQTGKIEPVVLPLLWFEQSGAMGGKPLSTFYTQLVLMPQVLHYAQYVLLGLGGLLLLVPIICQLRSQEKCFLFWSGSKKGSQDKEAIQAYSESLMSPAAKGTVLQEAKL
# Ecoli viability: reduces bacterial viability in AddAB counter-screen | inhibition, % at 11.9 µM | E. coli V3065 growth, OD600 absorbance, 18 h | hit rate 0.27% among 330,000;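 active = inhibition above the campaign's mean inhibition across all tested compounds plus 3 SD, cut at about 9.9% in these data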;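 also: uninfected addAB+ strain grown without phage in ampicillin broth; 0% = DMSO wells and 100% = ciprofloxacin 0.95 µg/ml wells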
# CAL PDZ FP-2: blocks peptide binding to human CAL PDZ domain | purified CAL PDZ, TMR-peptide fluorescence polarization, 1 h | Q9HD26 | inhibition, % at 20 µM | hit rate 0.02% among 330,000 | AID 504414;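 active = highest replicate inhibition of at least 40%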;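 also: plate controls were DMSO neutral control wells for no effect and unlabeled competitor peptide control wells for full effect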
#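 Material: tagged CAL PDZ protein CerCALP, purified; buffer or medium: sodium phosphate/NaCl buffer pH 7.4 with TCEP, IgG, Thesit; also added: fluorescent TMR peptide probe; schedule: 1 h incubation at room temperature before polarization reading; technique: fluorescence polarization from S- and P-plane intensities, G-factor corrected; control set: unlabelled peptide and DMSO controls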
# SR-BI DiI-HDL act: activators of SR-BI mediated HDL lipid uptake; activation, % at 12.5 µM; CHO ldlA[mSR-BI] cells, DiI-HDL uptake fluorescence, 3 h; 100 = double the neutral-control signal; hit rate 0.096% among 320,000;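 active = mean replicate activation of at least 60% and every replicate at or above 60%; inconclusive = mean or all-replicate condition met, but not both; inactive = mean below 60% and not all replicates reaching 60%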;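 also: 0% = median plate neutral-control signal and 100% = twice that signal; values of inactives mirror those of a sister screen read the other way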
#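 Assay system: LDL receptor-deficient CHO ldlA cells overexpressing murine SR-BI / Medium: BSA-supplemented, HEPES-buffered Ham's F12, pH 7.4 / Probe or stimulus: DiI-labelled HDL at 10 µg/mL final / Timing: compound with DiI-HDL co-incubation, 3 h at 37 °C / Technique: bottom-read cell fluorescence after medium removal, ex 550/em 595 nm / Measure: HDL uptake via cellular fluorescence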
# MITF act: activators of MITF-driven TRPM1 promoter activity in SK-MEL-5 cells; SK-MEL-5 TRPM1-promoter luciferase, 24 h; % of positive control, neutral wells = 0; activation, % at 12.5 µM; hit rate 0.75% among 300,000;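 active = mean activation of at least 80% with every replicate also reaching 80%; inconclusive = mean reaches 80% but some replicate falls short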;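 also: 0% = neutral control wells and 100% = parthenolide positive control wells; values of inactives mirror those of a sister screen read the other way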
# * = called active by the depositor; ? = inconclusive; · = not tested or not shown.
1	COc1cc(/C=N/NC(=O)c2c(-c3ccccc3)noc2C)ccc1O
2	CCOc1ccc(C(C#N)N2CCOCC2)cc1OC (stereo not drawn)
3	CN(C)C(=O)CCC(=O)N1CCCCC1C(=O)Nc1ccc(Oc2ccccc2F)cc1 (stereo not drawn)
4	COc1ccc(CN(C)CC(=O)NC(=O)NCc2ccccc2)cc1OC
5	Cc1cc(C)c2c(c1)cc(C)c1nnc(SCC(=O)Nc3ccc(S(=O)(=O)N4CCCCC4)cc3)n12
6	Cn1ccnc1C(=O)c1cc(=O)c2ccccc2o1
Assay by compound | 1 | 2 | 3 | 4 | 5 | 6
Tat export inh | -2 | -2 | 13 | -6 | -4 | -2
phage Ecoli inh | 3.0 | 2.0 | 1.5 | 2.5 | 2.1 | -0.6
CAL PDZ FP-1 | -2 | 2 | 6 | -8 | · | 1
AddAB inh | 5.5 | 2.2 | 4.7 | 0.7 | 3.0 | 3.2
Wnt bcat act | · | 2 | -3 | -3 | · | -2
SR-BI DiI inh | 4 | -39 | 2 | 5 | -17 | -10
Ecoli viability | 0.4 | 0.1 | 3.1 | 0.7 | -0.6 | 0.4
CAL PDZ FP-2 | 0.1 | -0.4 | · | -4.5 | -4.3 | -1.7
SR-BI DiI-HDL act | -4 | 39 | -2 | -5 | 17 | 10
MITF act | 2 | 4 | -4 | 0 | -10 | 21

7	O=C1NC(=S)S/C1=C1\Sc2ccccc2N1CCCS(=O)(=O)O
8	NS(=O)(=O)c1ccc(CCNC(=O)c2cc3ccccc3oc2=O)cc1
9	O=C(Nc1ccc2c(c1)OCCO2)C1CC(c2ccccc2Cl)=NO1 (stereo not drawn)
10	Cc1oc2c(C)c(O)ccc2c(=O)c1N1C(=O)c2ccccc2C1=O
11	COc1cccc(NC(=O)COC(=O)c2ccc(F)cc2F)c1
12	CCCCOc1ccc(N2C(=O)CC(N(CCc3ccccc3)C(=O)/C=C/C(=O)O)C2=O)cc1 (stereo not drawn)
Assay by compound | 7 | 8 | 9 | 10 | 11 | 12
Tat export inh | 1 | -9 | -3 | -5 | 8 | -2
phage Ecoli inh | 2.6 | 0.2 | 3.2 | 4.8 | 3.9 | 0.7
CAL PDZ FP-1 | -23 | 2 | -3 | -2 | -2 | -3
AddAB inh | -0.6 | -0.3 | -2.4 | 0.6 | 5.4 | 0.5
Wnt bcat act | -2 | 1 | 11 | -1 | · | -4
SR-BI DiI inh | -19 | -13 | 2 | -47 | 9 | -5
Ecoli viability | -0.7 | -0.2 | -1.8 | -0.2 | 2.1 | -0.5
CAL PDZ FP-2 | -2.3 | -1.4 | · | -1.3 | -0.8 | -0.8
SR-BI DiI-HDL act | 19 | 13 | -2 | 47 | -9 | 5
MITF act | · | 24 | ? | 5 | 9 | 5

13	Cc1cc(F)ccc1NC(=S)NCCc1ccccc1
14	COc1cc(C(=O)N2CCC(n3cnc4cc(F)ccc43)CC2)cc(OC)c1OC
15	Oc1ccc(N2CCN(C(=S)NCCc3ccccc3)CC2)cc1
16	Cc1ccc(C(=O)Nc2nnc(NC(=S)Nc3ccccc3)s2)cc1
17	CCCCC1(CCCC)NC(=S)N(Nc2ccc(C)cc2)C1=O
18	CCOC(=O)C1CCCN(CC(O)COC(c2ccccc2)c2ccccc2)C1 (stereo not drawn)
Assay by compound | 13 | 14 | 15 | 16 | 17 | 18
Tat export inh | -10 | -2 | 12 | 1 | -10 | -3
phage Ecoli inh | 4.9 | 1.8 | 1.7 | -0.3 | 0.6 | -0.6
CAL PDZ FP-1 | -1 | -2 | -6 | -1 | -2 | 5
AddAB inh | · | -1.1 | 2.9 | 0.1 | 0.9 | 2.9
Wnt bcat act | 3 | · | · | -1 | 1 | 17
SR-BI DiI inh | 35 | 8 | 45 | ? | 0 | ·
Ecoli viability | · | 0.2 | 0.1 | -0.2 | -2.0 | -1.3
CAL PDZ FP-2 | -1.6 | -0.4 | 0.6 | -1.3 | -1.4 | -2.9
SR-BI DiI-HDL act | -35 | -8 | -45 | -70 | 0 | ·
MITF act | -5 | 2 | 1 | 49 | -9 | 2

# Sorted by count of non-hydrogen atoms (ascending): twelve of the compounds above
6	Cn1ccnc1C(=O)c1cc(=O)c2ccccc2o1
13	Cc1cc(F)ccc1NC(=S)NCCc1ccccc1
11	COc1cccc(NC(=O)COC(=O)c2ccc(F)cc2F)c1
15	Oc1ccc(N2CCN(C(=S)NCCc3ccccc3)CC2)cc1
10	Cc1oc2c(C)c(O)ccc2c(=O)c1N1C(=O)c2ccccc2C1=O
8	NS(=O)(=O)c1ccc(CCNC(=O)c2cc3ccccc3oc2=O)cc1
4	COc1ccc(CN(C)CC(=O)NC(=O)NCc2ccccc2)cc1OC
18	CCOC(=O)C1CCCN(CC(O)COC(c2ccccc2)c2ccccc2)C1 (stereo not drawn)
Assay by compound | 6 | 13 | 11 | 15 | 10 | 8 | 4 | 18
Tat export inh | -2 | -10 | 8 | 12 | -5 | -9 | -6 | -3
phage Ecoli inh | -0.6 | 4.9 | 3.9 | 1.7 | 4.8 | 0.2 | 2.5 | -0.6
CAL PDZ FP-1 | 1 | -1 | -2 | -6 | -2 | 2 | -8 | 5
AddAB inh | 3.2 | · | 5.4 | 2.9 | 0.6 | -0.3 | 0.7 | 2.9
Wnt bcat act | -2 | 3 | · | · | -1 | 1 | -3 | 17
SR-BI DiI inh | -10 | 35 | 9 | 45 | -47 | -13 | 5 | ·
Ecoli viability | 0.4 | · | 2.1 | 0.1 | -0.2 | -0.2 | 0.7 | -1.3
CAL PDZ FP-2 | -1.7 | -1.6 | -0.8 | 0.6 | -1.3 | -1.4 | -4.5 | -2.9
SR-BI DiI-HDL act | 10 | -35 | -9 | -45 | 47 | 13 | -5 | ·
MITF act | 21 | -5 | 9 | 1 | 5 | 24 | 0 | 2

14	COc1cc(C(=O)N2CCC(n3cnc4cc(F)ccc43)CC2)cc(OC)c1OC
3	CN(C)C(=O)CCC(=O)N1CCCCC1C(=O)Nc1ccc(Oc2ccccc2F)cc1 (stereo not drawn)
12	CCCCOc1ccc(N2C(=O)CC(N(CCc3ccccc3)C(=O)/C=C/C(=O)O)C2=O)cc1 (stereo not drawn)
5	Cc1cc(C)c2c(c1)cc(C)c1nnc(SCC(=O)Nc3ccc(S(=O)(=O)N4CCCCC4)cc3)n12
Assay by compound | 14 | 3 | 12 | 5
Tat export inh | -2 | 13 | -2 | -4
phage Ecoli inh | 1.8 | 1.5 | 0.7 | 2.1
CAL PDZ FP-1 | -2 | 6 | -3 | ·
AddAB inh | -1.1 | 4.7 | 0.5 | 3.0
Wnt bcat act | · | -3 | -4 | ·
SR-BI DiI inh | 8 | 2 | -5 | -17
Ecoli viability | 0.2 | 3.1 | -0.5 | -0.6
CAL PDZ FP-2 | -0.4 | · | -0.8 | -4.3
SR-BI DiI-HDL act | -8 | -2 | 5 | 17
MITF act | 2 | -4 | 5 | -10

# Going on with the list.
19	O=C(NCCCN1CCOCC1)c1cc(-c2ccc(O)cc2)on1
20	C=Cc1ccc2c(c1)N(C)C(=C)S2
21	CCCN(CCC)S(=O)(=O)c1ccc(C(=O)Nc2nc(-c3ccccc3)c(C(=O)OCC)s2)cc1
22	CN(Cc1cccs1)S(=O)(=O)c1ccc(Cl)cc1F
23	COc1ccc(-c2noc(CCC(=O)NCC3CCCO3)n2)cc1 (stereo not drawn)
24	CC(C)(C)n1ncc2c(=O)n(CC(=O)c3ccccc3)cnc21
25	CCCn1c(SCC(N)=O)nnc1-c1ccco1
26	O=c1[nH]c2cc3c(cc2cc1C(c1nnnn1C1CCCC1)N1CCCc2ccccc21)OCCO3 (stereo not drawn)
Assay by compound | 19 | 20 | 21 | 22 | 23 | 24 | 25 | 26
Tat export inh | -7 | 0 | -6 | -5 | -3 | -4 | -5 | -3
phage Ecoli inh | 5.1 | 1.6 | 0.2 | 0.8 | 2.0 | 0.9 | 1.7 | 2.8
CAL PDZ FP-1 | · | -2 | 1 | 0 | · | 0 | -2 | ·
AddAB inh | 2.0 | 0.3 | 1.5 | 0.1 | 1.8 | 1.7 | 0.7 | ·
Wnt bcat act | 8 | -1 | -1 | -1 | 1 | · | 3 | ·
SR-BI DiI inh | -9 | 6 | 8 | -7 | -1 | -5 | -17 | -9
Ecoli viability | -0.6 | -1.8 | -1.5 | -0.9 | -0.7 | -0.7 | -0.1 | ·
CAL PDZ FP-2 | 0.1 | 0.9 | -1.1 | -0.7 | -0.8 | -1.4 | -2.1 | -1.5
SR-BI DiI-HDL act | 9 | -6 | -8 | 7 | 1 | 5 | 17 | 9
MITF act | · | 2 | 5 | 9 | 6 | 96* | -4 | -7
